GAA glycogen mod – GAA glycogen-cleavage inhibition or activation; P10253; recombinant GAA, glycogen substrate, Amplex Red glucose oxidase fluorescence; Potency, µM (highest dose often 76.4 µM), without a hit: at the top dose activity change, negative = inhibition, hits mostly inhibitors; actives 0.38% (n = 300,000); AID 2100;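 note: 0% = full enzyme reaction and -100% = no-enzyme basal signal; the screen sought inhibitors and activators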
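qHTS, 1536-well; enzyme 4 nM final; cpd up to 77 uM; substrate bovine liver glycogen 30 ug; 50 mM citrate/phosphate pH 5.0, 0.01% Tween-20; 37 C, 40 min; Amplex Red detection 45 min RT; Hill fit → AC50.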
HTT ATP protect – Huntington cell model cytoprotection by ATP luminescence. Potency, µM (highest dose often 56.4 µM), for inactives: cytoprotection (ATP increase), actives largely listed as activators. PC12 HTT-Q103 induced, cytoprotection, ATP luminescence, 40 h. actives 0.14% (n = 230,000);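 note: % of control where 0% means no effect; nearly all actives have a fitted effect of over 45% in size; toxic huntingtin expression switched on by the ecdysone agonist tebufenozide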
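Stable PC12 Q103-GFP cells in serum-supplemented, phenol red-free DMEM; induction by tebufenozide at 100 nM final; compound dose series; cell viability quantified luminescently from ATP.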
aGal spleen mod – inhibits or activates alpha-galactosidase in human spleen homogenate. Potency, µM (doses to about 80 µM), without a hit: at the top dose activity change, negative = inhibition, most hits filed as inhibitors. human spleen homogenate, 4MU-alpha-Gal fluorescence, 40 min. actives 0.008% (n = 240,000);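 note: 0% = enzyme with vehicle and -100% = no enzyme basal signal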
Target sequence (P06280 32-429 limits assumed): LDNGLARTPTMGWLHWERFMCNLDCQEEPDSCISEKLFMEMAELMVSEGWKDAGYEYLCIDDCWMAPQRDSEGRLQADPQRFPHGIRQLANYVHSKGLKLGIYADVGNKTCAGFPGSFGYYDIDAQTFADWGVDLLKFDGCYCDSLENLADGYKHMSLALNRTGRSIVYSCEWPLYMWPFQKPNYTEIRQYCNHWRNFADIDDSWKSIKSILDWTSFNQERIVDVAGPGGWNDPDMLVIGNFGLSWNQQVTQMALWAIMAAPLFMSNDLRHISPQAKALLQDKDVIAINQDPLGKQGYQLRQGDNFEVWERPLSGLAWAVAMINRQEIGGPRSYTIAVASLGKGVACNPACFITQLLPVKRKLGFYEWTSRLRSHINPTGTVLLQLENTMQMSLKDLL
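Fluorogenic readout (Ex 365/Em 440 nm) of 4-methylumbelliferone released from 1 mM 4-MU-alpha-galactoside by spleen homogenate, 40 min at 37C, pH 5.0. Data normalized to no-enzyme and enzyme controls; Hill-equation AC50 from compound titrations.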
Tau fibril ThT – blocks human tau fibril formation measured by thioflavin T | P10636 | recombinant tau K18 P301L, heparin-induced fibrillization, ThT fluorescence | Potency, µM (doses to about 57.4 µM), without a hit: top-dose activity, negative = inhibition, actives largely listed as inhibitors | actives 2.1% (n = 270,000) | AID 1460; note: % is set by controls: 0 for no effect and ±100 for the full control effect; nearly all actives have a fitted effect of over 55% in size
Target sequence (P10636 561-689 P618L limits assumed): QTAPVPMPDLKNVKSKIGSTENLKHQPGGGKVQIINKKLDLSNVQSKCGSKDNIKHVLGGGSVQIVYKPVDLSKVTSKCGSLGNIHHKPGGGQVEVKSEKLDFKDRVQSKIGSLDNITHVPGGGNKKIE
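Heparin-induced fibrillization of the P301L-mutant K18 repeat-domain fragment of human tau was followed by ThT binding in quantitative high-throughput format.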
aGlu spleen mod – lysosomal alpha-glucosidase (human) modulation | human spleen homogenate, 4-MU-alpha-glucoside fluorescence | Potency, µM (series often up to 79.9 µM), inactives show at the top dose activity change, negative = inhibition, usual class: inhibitors | actives 0.006% (n = 240,000);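 note: 0% = enzyme with vehicle and -100% = no enzyme basal signal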
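AC50 values come from Hill-equation fits of concentration-response data, normalized to no-enzyme and full-activity controls. Enzyme source: 1 ug human spleen homogenate; 1 mM fluorogenic 4-MU glucoside, pH 5.0 citrate buffer, 37 C, 40 min.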
Tau fluor counter – counter-screen for tau fibril formation inhibitors; Potency, µM (top dose mostly 57.7 µM), without a hit: top-dose activity change, negative = decrease; tau K18 P301L (four-repeat tau fragment) Alexa594 fluorescence, heparin fibrillization; actives 0.93% (n = 280,000); note: % is set by controls: 0 for no effect and ±100 for the full control effect; nearly all actives have a fitted effect of over 55% in size
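Human K18 P301L tau (15 uM unlabeled plus 0.24 uM Alexa 594-labeled, final) in 100 mM sodium acetate pH 7 was mixed with compound and 20 uM heparin and incubated 6 hr at 37 C.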
GAA inh – blocks human lysosomal alpha-glucosidase; purified human GAA, 4-MU-alpha-glucoside fluorescence; Potency, µM (doses to about 76.9 µM), without a hit: at the highest dose activity change, negative = inhibition, usual class: inhibitors; actives 0.005% (n = 200,000); AID 1466;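 note: plate controls were uninhibited enzyme wells for no effect and no-enzyme background for full effect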
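Enzyme (4 nM final) mixed with compound (up to 77 uM), then 4-MU-alpha-D-pyranoside (400 uM final) added; 20 min at room temperature, pH 5.0. Reaction stopped at pH 10, fluorescence read, AC50 derived by Hill fit.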
Tau FP inhib – tau fibrillization inhibition (FP); P10636; actives 0.39% (n = 280,000); K18 P301L tau heparin fibrillization, Alexa594 FP, 6 h; Potency, µM (doses to about 57.7 µM), inactives show at the top dose activity, negative = inhibition, actives largely listed as inhibitors; note: % is set by controls: 0 for no effect and ±100 for the full control effect; nearly all actives have a fitted effect of over 55% in size
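Human tau K18 […] P301L fragment, 15 uM unlabeled plus 0.24 uM Alexa 594-labeled tau (final), with compound and 20 uM heparin in 100 mM sodium acetate pH 7; 6 hr at 37 C, then Alexa 594 FP read.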
Numbers without * were called inactive; u = inconclusive; x = no result given; [ ] = another dose, or the depositor's remark. Calls come from the whole dose curve; as a rule, active = well fitted curve in the direction sought with a large enough effect; inconclusive = small, poorly fitted or top-dose-only effect, or another doubt; inactive = no such curve, though single readings can be large; an effect the other way counts as inactive or inconclusive. Potency is the fitted concentration of half-maximal effect. Compounds were not picked by outcome (roughly 3.3% active in at least one column).

Preview:
SMILES	GAA glycogen mod	HTT ATP protect	aGal spleen mod	Tau fibril ThT	aGlu spleen mod	Tau fluor counter	GAA inh	Tau FP inhib
COc1ccccc1/C=N/NC1=NCCCCC1	28%	-3%	4%	-14%	6%	-14%	3%	u
COCCNc1nc2c(c(=O)n(C)c(=O)n2C)n1Cc1cccc(C)c1	2%	-12%[10 µM]	-7%	-3%	-10%	-6%	-3%	6%
COc1ccc(OCC(=O)NNC(=O)C(=O)N2CCCC2)cc1	3%	2%[10 µM]	-8%	-3%	-20%	-2%	13%	4%
CC(C)OC(=O)CSc1nnc(-c2ccccn2)n1-c1ccccc1	6%	-15%	8%	5%	-1%	6%	-10%	1%
COc1ccc2[nH]c(=O)c(CN(C(=O)c3cccnc3)c3ccc(C)cc3C)cc2c1	5%	7%[10 µM]	-1%	-9%	3%	-14%	x	0%

The list itself, from the start:
SMILES	GAA glycogen mod	HTT ATP protect	aGal spleen mod	Tau fibril ThT	aGlu spleen mod	Tau fluor counter	GAA inh	Tau FP inhib
COc1ccccc1/C=N/NC1=NCCCCC1	28%	-3%	4%	-14%	6%	-14%	3%	u
COCCNc1nc2c(c(=O)n(C)c(=O)n2C)n1Cc1cccc(C)c1	2%	-12%[10 µM]	-7%	-3%	-10%	-6%	-3%	6%
COc1ccc(OCC(=O)NNC(=O)C(=O)N2CCCC2)cc1	3%	2%[10 µM]	-8%	-3%	-20%	-2%	13%	4%
CC(C)OC(=O)CSc1nnc(-c2ccccn2)n1-c1ccccc1	6%	-15%	8%	5%	-1%	6%	-10%	1%
COc1ccc2[nH]c(=O)c(CN(C(=O)c3cccnc3)c3ccc(C)cc3C)cc2c1	5%	7%[10 µM]	-1%	-9%	3%	-14%	x	0%
O=c1c2ccccc2nnn1CSc1nnnn1-c1ccccc1	1%	-9%	4%	-5%	3%	-6%	2%	-5%
CSc1cccc(NC(=S)N(CCC(C)C)C(C)c2ccncc2)c1 (stereo not drawn)	-18%	11%[10 µM]	8%	9%	6%	-4%	x	8%
COCCCNC(=O)COc1ccc(S(=O)(=O)NCc2ccccc2)cc1Cl	0%	x	6%	3%	8%	-2%	-4%	-1%
CC1C(=O)N(Cc2ccc([N+](=O)[O-])cc2)c2ccccc2N1C(=O)C1CC1 (stereo not drawn)	2%	19%[10 µM]	8%	-1%	4%	-2%	-5%	0%
CCOc1ccc2cc(S(=O)(=O)n3ccnc3C)ccc2c1	6%	-3%	1%	-13%	-5%	0%	-11%	0%
COc1cccc(NC(=O)N(Cc2c[nH]c3ccccc23)C2CCCCC2)c1	8%[76.3 µM]	x	x	8%	x	-14%	x	-4%
O=C(O)c1ccccc1C(=O)c1ccc2c(c1)N(Cc1cccc(F)c1)C(=O)CO2	-3%	-36%	-2%	-5%	-3%	-9%	1%	-2%
CCC(C)(C)NC(=O)c1ccc(Br)o1	4%	-6%[10 µM]	-1%	4%	-10%	11%	-7%	-2%
N[C@@H](Cc1cnc[nH]1)C(=O)O	x	u	2%	-4%	8%	-2%	x	0%
S=c1[nH]nc(-c2cnccn2)n1-c1ccccc1	-3%	2%	-4%	3%	0%	5%	1%	-3%
Cc1nn(Cc2ccc(F)cc2)c2sc(C(=O)Nc3ccc(N4CCOCC4)cc3N3CCOCC3)cc12	7%	15%[10 µM]	0%	u	-2%	u	-5%	u
CC(=O)Nc1ccc(NC(=O)CC2Sc3ccccc3NC2=O)cc1 (stereo not drawn)	3%[76.3 µM]	x	x	-4%	x	0%	x	-2%
COc1ccccc1-n1cnc(N)c1C(C)=O	5%	19%[0.074 µM]	4%	-4%	-11%	-6%	3%	-15%
COc1ccc(-c2[nH]ncc2CN2CCCO2)cc1F	15%	-19%	-19%	-4%	-11%	1%	-7%	-4%
N#Cc1ccccc1NC(=O)c1ccc(-c2ccccc2Cl)o1	4%	-9%[0.074 µM]	14%	-7%	6%	-19%	-5%	-3%
CCOC(=O)c1sc2nc(C)nc(NCc3cccnc3)c2c1C	1%	-16%	6%	-3%	2%	-3%	2%	9%
CCOC(=O)c1nnn2c1nc(N1CCOCC1)c1ccccc12	-9%	21%[10 µM]	4%	-6%	-4%	-2%	x	-1%
CC(C)CC(=O)NC(NC(=S)Nc1ccccc1)C(Cl)(Cl)Cl (stereo not drawn)	-1%	-34%[inhibitor]	11%	4%	4%	2%	1%	1%
COC(=O)CCC(=O)N1CCOCCOCCN(C(=O)CCC(=O)OC)CCOCCOCC1	2%	32%[10 µM]	21%	-18%	-7%	-7%	3%	1%
CCOC(=O)C1=C(CC)OC(N)=C(C#N)C1c1ccc(OC)c(OC)c1OC (stereo not drawn)	-18%	15%	6%	-16%	8%	-11%	2%	-2%
CN(Cc1ccccc1)C(=O)C1CCCN1S(=O)(=O)c1ccc2c(c1)n(C)c(=O)c(=O)n2C (stereo not drawn)	2%	16%[10 µM]	-4%	-15%	2%	-12%	1%[15.4 µM]	-1%
COC(=O)[C@@]1(Cc2ccc(OC)cc2)[C@H]2c3cc(C(=O)N4CCCC4)n(Cc4c(CO)[nH]cc(C)c4=O)c3C[C@H]2CN1C(=O)c1ccccc1	x	-32%[inhibitor]	3%	-8%	17%	-2%	x	2%
Cc1n[nH]c(C)c1Sc1ccccc1[N+](=O)[O-]	-1%	12%	3%	-4%	x	-8%	-5%	-2%
CCCCc1nnc(SCCSc2nnc(CCCC)n2N)n1N	9%	4%	-4%	3%	2%	0%	-3%	-5%
CC(=O)c1c(C)[nH]c(C(=O)COC(=O)CN(C)S(=O)(=O)c2ccc(Cl)cc2)c1C	-1%	-6%	8%	-11%	-6%	-22%	-6%	1%

Reformatted with each value named: entries from further up.
Compound: CCCCc1nnc(SCCSc2nnc(CCCC)n2N)n1N
- GAA glycogen mod = 9%
- HTT ATP protect = 4%
- aGal spleen mod = -4%
- Tau fibril ThT = 3%
- aGlu spleen mod = 2%
- Tau fluor counter = 0%
- GAA inh = -3%
- Tau FP inhib = -5%
Compound: S=c1[nH]nc(-c2cnccn2)n1-c1ccccc1
- GAA glycogen mod = -3%
- HTT ATP protect = 2%
- aGal spleen mod = -4%
- Tau fibril ThT = 3%
- aGlu spleen mod = 0%
- Tau fluor counter = 5%
- GAA inh = 1%
- Tau FP inhib = -3%

Additional structures.
SMILES	GAA glycogen mod	HTT ATP protect	aGal spleen mod	Tau fibril ThT	aGlu spleen mod	Tau fluor counter	GAA inh	Tau FP inhib
O=C(NC(Cc1ccccc1)C(=O)N1CCN(c2ccccn2)CC1)c1ccco1 (stereo not drawn)	-11%	9%	2%	-4%	0%	-4%	-5%	0%
Cc1c(Br)c([N+](=O)[O-])nn1CC(=O)Nc1ccc(CC#N)cc1	12%	x	2%	7%	-1%	-2%	-4%	8%
CCN(Cc1ccccc1)Cc1c(O)ccc2c(=O)c(-c3ccc(Cl)cc3Cl)coc12	-4%[76.3 µM]	x	x	-6%	x	-6%	x	-2%
O=C(Nc1ccc(S(=O)(=O)N2CCOCC2)cc1)c1cc(-c2ccccc2O)n[nH]1	0%	-13%[10 µM]	1%	u	-8%	-24%	x	-13%
COC(=O)c1cc2oc3ccccc3c2n1Cc1c(C)cc(C)cc1C	-4%[76.3 µM]	x	x	-4%	x	-6%	x	-11%
Cc1ccc(-n2c(=O)c3ccc(C(=O)NCc4ccccc4Cl)cc3n(Cc3cccc(F)c3)c2=O)cc1	-12%[76.3 µM]	x	x	9%	x	-6%	x	-15%
Cc1cc2nsnc2c(S(=O)(=O)NCC(=O)O)c1C	10%	9%	-5%	-4%	1%	0%	1%[15.4 µM]	2%
CCCn1cnc2sc(CC)cc2c1=O	8%	x	-4%	6%	0%	11%	-1%	5%
OCC1(Cc2cccc(Cl)c2)CCCN(Cc2ccc3cc(F)ccc3n2)C1 (stereo not drawn)	16%	-7%[10 µM]	6%	-3%	5%	9%[2.34 µM]	2%	-8%[2.34 µM]
COc1cccc(C2=NOC(C(=O)NCCN3CCOCC3)C2)c1 (stereo not drawn)	-12%	5%	-6%	0%	0%	2%	3%	-7%
Cn1c(SCC(=O)N2CCCc3ccccc32)nnc1-c1c[nH]c2ccccc12	-19%	1%[0.074 µM]	-13%	-14%	-11%	-11%	0%	9%
COc1cc(O)c(C(C)=O)cc1OC	4%	11%[1.9 µM]	-4%	-2%	-4%	0%	-5%	-5%
COc1cc(CC(=O)N/N=C/c2ccccc2)c([N+](=O)[O-])cc1OC	2%	0%[10 µM]	-1%	-8%	-4%	-5%	1%	5%
CC1Cc2ccccc2N1C(=S)NC(=O)c1ccc(Cl)cc1Cl (stereo not drawn)	7%	28%[10 µM]	-4%	-20%	-4%	-24%	-21%	-9%
CNC(=O)COc1ccc(Nc2nnc(-c3ccc(C)c(S(=O)(=O)NC(C)(C)C)c3)c3ccccc23)cc1	-1%[76.3 µM]	x	x	u	x	u	x	9%
Cc1ccc(CSc2nc3ncccc3[nH]2)cc1	4%	-103%[inhibitor]	-1%	-14%	6%	-8%	-3%	-5%
CCCCn1c(SCc2cccnc2)nc2c1c(=O)n(C)c(=O)n2C	-2%	10%[10 µM]	-1%	-4%	2%	-5%	u	-9%
CCN(CC)C(=O)CN(c1ccc(Cl)cc1)S(=O)(=O)c1ccccc1	-4%	14%	2%	-6%	-10%	-11%	-1%	-1%
O=C(COC(=O)CCc1ccc(S(=O)(=O)N2CCCCC2)cc1)Nc1cccc2ccccc12	-7%	12%[10 µM]	9%	-6%	-3%	-18%	u	7%
O=C(Nc1cccc(S(=O)(=O)c2cccc(NC(=O)C3CC3)c2)c1)C1CC1	-12%	36%[10 µM]	4%	-5%	-8%	-11%	u	-10%
CCCNC(=O)c1ccc2c(=O)c(O)c(-c3ccc(C)cc3)[nH]c2c1	u	-38%[10 µM]	6%	-2%	1%	-18%	x	9%
CC(C)C[C@@H](CC(=O)N[C@@H](CCC(=O)O)CC(=O)O)NC(=O)[C@@H]1CNCC[C@H]1NC(=O)C[C@@H](NC(=O)C[C@H](CO)NC(=O)[C@@H]1CNCC[C@H]1N)C(C)C	x	-2%[1.9 µM]	4%	-3%	-1%	0%	x	2%
COc1ccc2nc(N=Nc3c(O)ccc4ccccc34)sc2c1	7%	-12%[10 µM]	-3%	2.8µM*	-8%	u	-1%	-4%

Bioassay records as filed in PubChem BioAssay.
